NS5 inhibitors: Dengue-2 NS5 methyltransferase inhibitors, primary screen, biochemical, confirmation dose response (AID 588689) | Dengue-2 NS5 methyltransferase capping enzyme assay, biochemical; higher % means a stronger effect | inhibition, % at 25 µM; hits with a dose series show IC50 in µM | hit rate 0.3% among 340,000; in the data active means a potency from the dose series
NS5 inhibitors pilot replicate: also measured in NS5 inhibitors; calls as there; inhibition, %; measured here: pilot screen replicate inhibition
Numbers without * were called inactive. Only part of the results is shown, so the mix of outcomes need not match the whole.

SMILES	NS5 inhibitors	others
CC(=O)N1C[C@H]2CON(C)[C@H]2C[C@H]1c1cccc(N2CCOCC2)c1	-9%
COc1ccc(OC)c(CN2CCN(c3ccc(S(=O)(=O)N4CCCC4)cn3)CC2)c1	-10%
Cc1ccc(-c2noc(CCC(=O)NCc3ccccc3CN3CCOCC3)n2)cc1	4%
CC(C)(C)C(=O)COC(=O)c1cc(S(=O)(=O)N2CCCCC2)ccc1N1CCOCC1	-8%
CC(=O)c1ccccc1NC(=O)COC(=O)c1cc(C)oc1C	4%
O=C(COC(=O)C1CCN(c2ccc(C(F)(F)F)cn2)CC1)Nc1ncc(Cl)cc1Cl	1%
COc1cccc(COC(=O)c2ccc3c(c2)NC(=O)C(C)S3)c1OC (stereo not given)	-6%
CC(=O)c1sc(NC(=O)C2CCN(C(=O)c3ccccc3C)CC2)nc1-c1ccccc1	-1%
CCCCCC(=O)N1C[C@@H](n2cc(COC(=O)c3ccccc3)nn2)[C@H](O)C[C@@H]1c1ccccc1	-12%
CC[C@]12C(=O)N(C)C[C@H]([C@@H]3C(=O)N(C)C(=O)[C@@H]31)N2C(=O)c1ccc(Br)cc1	8%
O=C(CCN1C(=O)CSc2ccccc21)Nc1cccc(C(F)(F)F)c1	1%
CCN(C(=O)c1c(C)noc1C)c1c(N)n(Cc2ccccc2)c(=O)[nH]c1=O	-3%
Cc1ccc(C=Cc2ccccn2)cc1	3%
CN(CCOc1ccc(Cl)cc1)C(=O)Cc1ccc(S(=O)(=O)N2CCOCC2)s1	-9%
N#CCCN(C(=O)COC(=O)C1CCN(S(=O)(=O)c2ccc3c(c2)OCCO3)CC1)c1ccccc1	6%
COc1ccccc1CNS(=O)(=O)CCNC(=O)c1ccccc1	-4%
Cc1ccc(S(=O)(=O)N2CCCC2)cc1C(=O)Nc1ccc(-n2cnnn2)cc1	1%
COC(=O)c1c(C)[nH]c(C(=O)COC(=O)CCc2ccc(OC)c(OC)c2)c1C	1%
CC(Sc1nnc(N)s1)C(=O)c1c(N)n(C)c(=O)n(C)c1=O (stereo not given)	-4%
Cc1ccccc1OCC(=O)Nc1cccc(S(=O)(=O)NC2=NCCCCC2)c1	-6%
COC(=O)CCC[C@H]1CC2(C[C@H](CCCO[Si](C)(C)C(C)(C)C)N1C(=O)OC(C)(C)C)OCCO2	4%
CCOC(=O)C1CCN(C(=O)c2ccc(C)o2)CC1	0%
CNC(=O)C1CC(=O)N(c2ccc(OCC(=O)Nc3ccccc3)cc2)C1 (stereo not given)	-1%
O=c1oc2ccccc2c2c1cnc1ccccc12	-2%	NS5 inhibitors pilot replicate=-0.6
CC(C)(C)[C@H]1COC(=O)[C@@H](Cc2ccc(F)cc2)CC/C=C/C[C@@H](CC(=O)N[C@H](CO)Cc2ccccc2)C(=O)N1	-1%

3 structures out of the list, sorted by heavy-atom count, lowest first.
SMILES	NS5 inhibitors	others
O=c1oc2ccccc2c2c1cnc1ccccc12	-2%	NS5 inhibitors pilot replicate=-0.6
CCN(C(=O)c1c(C)noc1C)c1c(N)n(Cc2ccccc2)c(=O)[nH]c1=O	-3%
Cc1ccc(-c2noc(CCC(=O)NCc3ccccc3CN3CCOCC3)n2)cc1	4%

Carrying on:
SMILES	NS5 inhibitors	others
Cc1nc2ccc(Cl)cn2c1[N+](=O)[O-]	0%
CC(C)(C)c1ccc(OCC(=O)NCC(c2cccs2)N2CCOCC2)cc1 (stereo not given)	-2%
O=C(CN1CCN(c2ccc(F)cc2)CC1)N(C1CCCC1)C1CCS(=O)(=O)C1 (stereo not given)	-5%
O=C(CSc1ccc(Br)cc1)NCC(c1ccco1)N1CCCCC1 (stereo not given)	-4%
COc1cc(NC(=O)COC(=O)c2ccc([N+](=O)[O-])s2)cc(OC)c1OC	-2%
CC(C)[C@H](NC(=O)OCc1ccccc1)C(=O)OCC(=O)c1ccccc1	3%
CN(C)c1ccc(C(=O)OCC#CCSc2nnc(-c3cccc4ccccc34)o2)cc1	-2%
COc1ccc2c(c1)O[C@@]1(CCCC[C@@H]1C)CC2=O	-1%
CC(OC(=O)c1cccc(N(C)C)c1)C(=O)N1CCc2ccccc2C1 (stereo not given)	-11%
Cc1cccc(C(=O)NCC(=O)NNC(=O)c2ccccc2O)c1	1%
Nc1nc2ccc(C(=O)Nc3ccc(N4CCOCC4)cc3)cc2s1	3%
O=C(COC(=O)c1ccc(N2CCCC2=O)cc1)Nc1ccccc1	-6%
CCCCn1c(N)c(N(CCOC)C(=O)c2ccc(S(=O)(=O)N3CCCCC3)cc2)c(=O)[nH]c1=O	2%
O=C(CSc1ccc2nnc(-c3ccccc3)n2n1)N1CCCCC1	-5%
CCCCNC(=S)Nc1cccc(S(=O)(=O)NC2=NCCC2)c1	-5%
CCCCN(C(=O)c1cc(-c2ccco2)nc2ccccc12)c1c(N)n(CCCC)c(=O)[nH]c1=O	2%
CCCn1cnc2c(SCc3ccc(Cl)cc3)nc(N)nc21	14%
Cc1noc(C)c1C(=O)OC(C)C(=O)Nc1ccc([N+](=O)[O-])cc1C(F)(F)F (stereo not given)	8%
CC(=O)Nc1ccc(NC(=O)N2CCOCC2)cc1	7%
CCC(=O)c1ccc(OCC(=O)OCC(=O)Nc2cccc(S(=O)(=O)N3CCCC3)c2)cc1	-2%
COc1cccc(C(=O)Nc2cc(C)on2)c1	-6%
O=C1NC(=O)C(c2ccccc2)(c2ccccc2)N1S(=O)(=O)c1ccccc1	-1%
CCOc1cc(N2CCOCC2)c(OCC)cc1NC(=O)Cn1nc(C)c([N+](=O)[O-])c1C	6%
COc1cccc(NC(=O)CN(C)C(=O)C2=COCCO2)c1	-10%
Cc1cc(C)nc(NNS(=O)(=O)c2ccc(Cl)cc2)n1	-8%

By substructure: the entries above with an NH in an aromatic ring
SMILES	NS5 inhibitors	others
CCN(C(=O)c1c(C)noc1C)c1c(N)n(Cc2ccccc2)c(=O)[nH]c1=O	-3%
COC(=O)c1c(C)[nH]c(C(=O)COC(=O)CCc2ccc(OC)c(OC)c2)c1C	1%
CCCCn1c(N)c(N(CCOC)C(=O)c2ccc(S(=O)(=O)N3CCCCC3)cc2)c(=O)[nH]c1=O	2%
CCCCN(C(=O)c1cc(-c2ccco2)nc2ccccc12)c1c(N)n(CCCC)c(=O)[nH]c1=O	2%

Further results follow:
SMILES	NS5 inhibitors	others
O=C(C[C@@H]1C[C@H]2c3cc(NC(=O)c4cccnc4)ccc3O[C@H]2[C@H](CO)O1)NCc1ccc(Oc2ccccc2)cc1	-9%
CC(NC(=O)CSC(=S)N1CCCC1)c1ccc(S(N)(=O)=O)cc1 (stereo not given)	-2%
CCCC[C@@H]1CNCCN1CCCc1cc(OC)c(OC)c(OC)c1	1%
COc1ccc(C(=O)NCCS(=O)(=O)N2CCN(C(=O)c3ccco3)CC2)cc1	-4%
Cc1cc(NS(=O)(=O)c2ccc(NC(=O)C(C)Oc3ccccc3Cl)cc2)no1 (stereo not given)	4%
CC1CCCCC1NC(=O)CNC(=O)c1ccco1 (stereo not given)	1%
Cc1cc(C(=O)COC(=O)c2nn(C)c(=O)c3ccccc23)c(C)n1C	6%
COc1ccc(S(=O)(=O)N(C)C[C@H]2Oc3c(NC(=O)Nc4c(C)noc4C)cccc3C(=O)N([C@H](C)CO)C[C@@H]2C)cc1	-6%
C#CCOCCOCCOCCNc1nc(N2CCN(C(=O)[C@H](CCCN=C(N)N)n3cc(C(N)[C@@H](C)CC)nn3)CC2)nc(N2CCN(C(=O)[C@H](CO)n3cc([C@@H](N)C(C)C)nn3)CC2)n1 (stereo not given in full)	-5%	NS5 inhibitors pilot replicate=2.1
COc1ccc(S(=O)(=O)N2CCCC(C(=O)N3CCN(Cc4ccccc4)CC3)C2)cc1Cl (stereo not given)	-2%
CC(C)CCCC(C)NC(=O)c1cc(S(=O)(=O)N2CCCCC2)ccc1N1CCOCC1 (stereo not given)	-4%
C[C@H](NS(=O)(=O)c1ccc(Cl)cc1)C(=O)OCC(=O)N1CCOCC1	-9%
COc1ccc(CC(=O)OCC(=O)N2CCCc3ccccc32)cc1OC	1%
O=C(C=Cc1cccs1)c1ccc(Cl)s1	-12%
CN(c1ccccc1)S(=O)(=O)c1cccc(NC(=O)CN2C(=O)NC3(CCCC3)C2=O)c1	-4%
COc1ccc2oc(C(=O)OCC(=O)N(CC(C)C)c3c(N)n(Cc4ccccc4)c(=O)[nH]c3=O)c(C)c2c1	-4%
COc1cccc(N2CCN(CC(=O)N3CCN(S(=O)(=O)c4ccc(Cl)cc4)CC3)CC2)c1	5%
CN(c1ccccc1)S(=O)(=O)c1cccc(NC(=O)C2=NNC(=O)CC2)c1	1%
CSc1nc2[nH]c(=O)n(O)c(=O)c2n1Cc1ccccc1	3%
Cc1ccc2c(c1)C1CN(C)CCC1N2S(=O)(=O)c1ccc(C#N)cc1 (stereo not given)	1%
O=C1CCc2cc(S(=O)(=O)N3CCN(c4ccccc4)CC3)cc3c2N1CCC3	-1%
CC(NC(=O)c1ccc(NC(=O)CC2SC(N3CCCC3)=NC2=O)cc1)c1ccccc1 (stereo not given)	-2%
O=C(Cc1ccc2ccccc2c1)NC(Cc1ccccc1)C(=O)O (stereo not given)	1%	NS5 inhibitors pilot replicate=0.0
CN(CC(=O)Nc1cc(Cl)ccc1C#N)C1CCS(=O)(=O)C1 (stereo not given)	-1%
Cc1cccc(-c2ccc3[nH]c4c(c3c2)CCN2C[C@@H]([C@H](C)O)[C@@H](N(C)C(=O)NC3CCCCC3)C[C@@H]42)c1	-8%

A stretch of the results above, for reference:
SMILES	NS5 inhibitors	others
COc1ccc(CC(=O)OCC(=O)N2CCCc3ccccc32)cc1OC	1%
O=C(C=Cc1cccs1)c1ccc(Cl)s1	-12%
CN(c1ccccc1)S(=O)(=O)c1cccc(NC(=O)CN2C(=O)NC3(CCCC3)C2=O)c1	-4%

Following part
SMILES	NS5 inhibitors	others
COc1ccccc1CNC(=O)COC(=O)c1cc(=O)c2ccccc2o1	-6%
Cc1cccc(C)c1NC(=O)CNC(=O)COC(=O)c1ccc(Cl)s1	2%
CC(=Nc1ccccc1)C1=C(O)C(Cc2ccccc2)NC1=O (stereo not given)	1%
Cc1ccc(NC(=O)c2nc[nH]c2C(=O)N(C)CCO)cc1	-6%
NS(=O)(=O)c1ccc(NNC(=O)c2ccc(Br)o2)c([N+](=O)[O-])c1	3%
NS(=O)(=O)c1cccc(C(=O)OCC(=O)NC2CCCc3ccccc32)c1 (stereo not given)	-13%
Cc1c(C(=O)NNC(=O)c2csc(N3CCOCC3)n2)cccc1[N+](=O)[O-]	0%
CC(C)(C)C(=O)NCc1ccc(C(=O)CSc2nnc(C3CC3)n2C2CC2)s1	4%
Cc1ccc(SCC(=O)N(C)C2CCS(=O)(=O)C2)c(C)c1 (stereo not given)	-5%
Cc1ccc(S(=O)(=O)NCC(=O)OCC(=O)N2CC(=O)Nc3ccccc32)cc1	-4%
CCN(c1ccccc1)S(=O)(=O)c1cccc(C(=O)NCc2cccnc2)c1	-8%
O=C(Nc1cc(-c2ccccc2)nn1-c1c(Cl)cccc1Cl)c1ccc(F)cc1	-4%
CCN(CC(=O)Nc1c(F)cccc1F)C(=O)CCOc1ccc(C)cc1	-14%
COc1ccc2cc(Br)ccc2c1CC(=O)NCCCN1CCOCC1	5%
O=C(NCC1CCCO1)c1ccc2c(c1)N(Cc1ccc(Cl)cc1)CCS2 (stereo not given)	-5%
COc1ccc(Cl)cc1NC(=O)COC(=O)C1CC1	-9%
Cc1sc2nc(CSCC(=O)Nc3cc(F)ccc3F)[nH]c(=O)c2c1C	-12%
CC(C)N1CC2(CC(c3ccccc3C(F)(F)F)=NO2)CN1C(=O)c1ccc(C(C)(C)C)cc1 (stereo not given)	1%
O=c1c2ccccc2sn1-c1ccccc1F	-45%
COc1ccc([C@H]2CC(=O)C=C(c3ccc(NC(C)=O)cc3)C2)cc1OC	12%
CSc1ncnc2c1ncn2CCCNCc1cccs1	5%
COc1ccc(NC(=O)c2ccccc2SCc2ccccc2)cc1	-7%
O=C(CSC1=NS(=O)(=O)c2cc(F)ccc2N1)Nc1ccccc1	1%
COc1ccc(NS(=O)(=O)c2cccc(C(=O)NNC(=O)CNC(=O)c3ccccc3F)c2)cc1	-1%
CCOc1ccccc1N(CC(=O)N1CCN(Cc2ccccc2)CC1)S(=O)(=O)c1ccccc1	5%
The list goes on.
SMILES	NS5 inhibitors	others
Clc1ccc(-c2cnnc(-c3ccccn3)n2)cc1	0%
Cc1ccc(C)c(COC(=O)c2cc(S(=O)(=O)N3CCCCC3)ccc2N2CCOCC2)c1	7%
COc1cc2c(cc1OC)[C@@H](NC(=O)COc1ccccc1)[C@H](OCc1ccccc1)C2	5%
CCN(c1ccccc1)S(=O)(=O)c1ccc(OC)c(NC(=O)Cc2ccc(F)cc2)c1	0%
CCN(CC)C(=O)c1nc[nH]c1C(=O)N1CCc2ccccc2C1	-4%
S=C(NN=Cc1ccccn1)N(Cc1ccccn1)Cc1ccccn1	-11%
Cc1cccc(C(C)C)c1NC(=O)COC(=O)CN1C(=O)C2CC=CCC2C1=O (stereo not given)	-7%
COc1cc(C(=O)Nc2ccc(C(F)(F)F)cc2)ccc1OCC(=O)N1CCOCC1	-7%
COCCn1ccc2c(OCC(=O)NCc3ccccc3)cccc2c1=O	-12%
COc1ccc(CNC(=O)c2ccccc2SCC(=O)N2CCCC2)cc1OC	-9%
CN(CC(=O)Nc1cccc(F)c1)C(=O)c1ccc(N2CCCC2)c([N+](=O)[O-])c1	-4%
Cc1onc(-c2c(F)cccc2Cl)c1C(=O)Nc1cc(S(=O)(=O)N2CCCCC2)ccc1O	-11%
O=c1oc(-c2ccc(O)c(O)c2)cc2cccc(O)c12	-2%
CCC1(O)CCCC2C3CCC4CC(=O)CCC4(C)C3C(=O)CC21C (stereo not given)	-7%

Screens deposited in PubChem BioAssay by Southern Research Specialized Biocontainment Screening Center.
